# Pf apPOL block = Pf-apPOL inhibitors, biochemical, fluorescence; Plasmodium falciparum apicoplast DNA polymerase (apPOL); Recombinant Pf-apPOL, molecular beacon fluorescence, 1.5 h; inhibition, % at 10 µM; 0.25% of 210,000 active
# mHTT CaM bind = mutant huntingtin-calmodulin interaction inhibitors – biochemical, AlphaScreen, primary screen. P42858. AlphaScreen His-mHTT/GST-CaM binding, luminescence. inhibition, % at 15 µM. 3.6% of 190,000 active. AID 1671202, 2021;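 note: 0% = both proteins with DMSO and 100% = one protein alone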
# Target sequence (P42858 whole entry, looked up, stated change not applied): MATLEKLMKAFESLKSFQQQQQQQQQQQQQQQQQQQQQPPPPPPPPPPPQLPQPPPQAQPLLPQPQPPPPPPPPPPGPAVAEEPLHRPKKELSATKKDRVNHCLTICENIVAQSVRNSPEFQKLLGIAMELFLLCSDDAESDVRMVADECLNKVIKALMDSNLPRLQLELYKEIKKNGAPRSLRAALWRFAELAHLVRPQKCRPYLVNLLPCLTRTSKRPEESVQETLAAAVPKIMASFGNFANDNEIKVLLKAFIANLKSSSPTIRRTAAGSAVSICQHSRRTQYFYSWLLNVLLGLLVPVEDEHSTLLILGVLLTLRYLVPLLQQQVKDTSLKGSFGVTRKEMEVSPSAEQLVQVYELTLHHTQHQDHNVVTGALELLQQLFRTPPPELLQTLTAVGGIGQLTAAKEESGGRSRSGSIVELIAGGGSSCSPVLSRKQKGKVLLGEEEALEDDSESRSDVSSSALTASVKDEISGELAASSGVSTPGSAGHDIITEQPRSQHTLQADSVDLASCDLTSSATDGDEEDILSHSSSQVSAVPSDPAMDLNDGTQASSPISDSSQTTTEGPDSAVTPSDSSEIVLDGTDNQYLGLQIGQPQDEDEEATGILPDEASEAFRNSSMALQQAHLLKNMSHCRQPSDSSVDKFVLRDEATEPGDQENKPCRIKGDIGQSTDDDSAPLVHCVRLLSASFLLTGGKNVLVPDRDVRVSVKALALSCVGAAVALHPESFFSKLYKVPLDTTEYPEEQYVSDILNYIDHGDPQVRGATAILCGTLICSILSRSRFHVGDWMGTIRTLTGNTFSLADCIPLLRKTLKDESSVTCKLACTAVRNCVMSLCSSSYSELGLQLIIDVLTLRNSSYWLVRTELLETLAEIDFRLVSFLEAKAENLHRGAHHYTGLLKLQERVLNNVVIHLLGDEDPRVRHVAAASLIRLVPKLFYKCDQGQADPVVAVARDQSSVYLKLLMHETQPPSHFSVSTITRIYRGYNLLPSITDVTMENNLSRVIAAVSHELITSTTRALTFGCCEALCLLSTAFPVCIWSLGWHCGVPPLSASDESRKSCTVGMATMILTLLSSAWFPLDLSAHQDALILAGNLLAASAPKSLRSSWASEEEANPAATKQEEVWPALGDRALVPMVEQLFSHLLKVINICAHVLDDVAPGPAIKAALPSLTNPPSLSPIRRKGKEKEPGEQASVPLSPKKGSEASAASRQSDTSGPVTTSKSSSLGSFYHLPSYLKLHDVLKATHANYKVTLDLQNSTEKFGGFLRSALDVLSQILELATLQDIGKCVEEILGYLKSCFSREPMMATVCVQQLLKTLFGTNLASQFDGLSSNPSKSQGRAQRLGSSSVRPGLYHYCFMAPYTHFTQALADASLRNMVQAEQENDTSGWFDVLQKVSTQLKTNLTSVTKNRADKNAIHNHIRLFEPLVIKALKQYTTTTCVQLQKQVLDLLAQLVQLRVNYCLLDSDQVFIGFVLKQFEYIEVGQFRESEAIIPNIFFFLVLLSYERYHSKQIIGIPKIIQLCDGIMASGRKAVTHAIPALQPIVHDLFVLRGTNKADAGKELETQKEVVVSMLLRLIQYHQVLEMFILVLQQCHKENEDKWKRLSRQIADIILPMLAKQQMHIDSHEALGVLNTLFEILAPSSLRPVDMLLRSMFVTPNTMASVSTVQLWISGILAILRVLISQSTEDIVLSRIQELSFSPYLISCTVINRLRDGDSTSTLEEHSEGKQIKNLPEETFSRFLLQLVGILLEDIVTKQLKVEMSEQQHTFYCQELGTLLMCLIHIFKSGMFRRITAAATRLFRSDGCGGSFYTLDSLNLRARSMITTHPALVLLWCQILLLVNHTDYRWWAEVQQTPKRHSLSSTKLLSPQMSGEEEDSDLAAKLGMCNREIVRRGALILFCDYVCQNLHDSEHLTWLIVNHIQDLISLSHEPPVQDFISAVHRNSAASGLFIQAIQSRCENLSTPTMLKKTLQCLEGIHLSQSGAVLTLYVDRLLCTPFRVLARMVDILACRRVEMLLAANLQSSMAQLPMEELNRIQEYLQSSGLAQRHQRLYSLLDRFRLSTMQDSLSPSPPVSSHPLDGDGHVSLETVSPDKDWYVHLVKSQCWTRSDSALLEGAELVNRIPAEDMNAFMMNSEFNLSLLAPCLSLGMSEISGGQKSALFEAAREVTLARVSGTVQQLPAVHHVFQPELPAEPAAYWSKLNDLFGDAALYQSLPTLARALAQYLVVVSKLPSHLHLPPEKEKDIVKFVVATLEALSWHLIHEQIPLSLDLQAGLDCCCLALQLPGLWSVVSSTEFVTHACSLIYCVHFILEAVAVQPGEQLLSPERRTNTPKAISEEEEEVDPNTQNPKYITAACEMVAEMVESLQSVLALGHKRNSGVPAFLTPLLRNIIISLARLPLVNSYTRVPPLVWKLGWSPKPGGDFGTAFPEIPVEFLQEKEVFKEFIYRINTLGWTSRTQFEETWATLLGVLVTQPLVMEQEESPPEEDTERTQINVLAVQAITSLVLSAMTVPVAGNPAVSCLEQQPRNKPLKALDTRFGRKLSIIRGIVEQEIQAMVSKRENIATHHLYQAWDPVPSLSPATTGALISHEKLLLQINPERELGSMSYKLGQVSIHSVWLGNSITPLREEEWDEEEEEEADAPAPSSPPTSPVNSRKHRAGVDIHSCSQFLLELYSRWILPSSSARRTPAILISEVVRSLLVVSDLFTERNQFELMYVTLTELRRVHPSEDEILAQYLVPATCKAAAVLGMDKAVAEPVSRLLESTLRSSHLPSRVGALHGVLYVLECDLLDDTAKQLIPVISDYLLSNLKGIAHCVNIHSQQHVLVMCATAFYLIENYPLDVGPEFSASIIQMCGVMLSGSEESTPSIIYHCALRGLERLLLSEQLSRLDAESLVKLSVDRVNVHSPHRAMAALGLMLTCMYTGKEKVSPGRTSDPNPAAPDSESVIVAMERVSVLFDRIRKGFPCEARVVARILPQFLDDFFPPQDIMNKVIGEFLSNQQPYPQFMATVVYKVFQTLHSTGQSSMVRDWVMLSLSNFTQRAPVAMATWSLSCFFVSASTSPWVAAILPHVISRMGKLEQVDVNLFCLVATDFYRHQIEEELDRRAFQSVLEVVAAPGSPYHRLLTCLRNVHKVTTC
# * hit, by the source's call; / = no result given; & = joins results of further samples. Cut-off read from the data, not from the text of the source: active = inhibition above about 50%; inactive = the rest. A portion of the library (hit frequency here may not be typical).
# A first look (2 entries):
SMILES,Pf apPOL block,mHTT CaM bind
CCc1ccccc1NC(=O)C1CCCCC1C(=O)O (configuration not stated),0.8,-2.7
Cc1c(Br)c(C(=O)NNC(=O)c2ccc(C(C)(C)C)cc2)nn1C,-9.1,/

# The whole of this part, from the first entry:
SMILES,Pf apPOL block,mHTT CaM bind
CCc1ccccc1NC(=O)C1CCCCC1C(=O)O (configuration not stated),0.8,-2.7
Cc1c(Br)c(C(=O)NNC(=O)c2ccc(C(C)(C)C)cc2)nn1C,-9.1,/
Oc1ccccc1-c1cc(-c2ccccc2)no1,-4.6,-10.5
O=C(C1CC12CCC2)N1CCc2ccccc21 (configuration not stated),/,-9.4
Cc1ccc2n1CCN(C(=O)Nc1ccccc1)C2C(C)C (configuration not stated),2.6,0.5
COc1ccc(Cl)cc1NC(=O)c1cc2cc3ccc(C)cc3nc2o1,-0.9,-8.0
CN1CN=C2SC3(COC(c4cccc(Br)c4)OC3)C(=O)N2C1 (configuration not stated),-1.0,2.0
C#CCN(C)C(=O)c1ccc(-c2ccc3c(c2)OCO3)s1,-3.1,-5.0
CC(=O)Nc1ccc(S(=O)(=O)Nc2cc([N+](=O)[O-])ccc2C)cc1,3.4,-5.8
CCc1nnc(NC(=O)c2ccccc2Cl)s1,-4.4,-3.9
COC(=O)c1ccc2c(c1)CC(CNC(=O)c1ccccc1Br)O2 (configuration not stated),-7.6,-3.6
COc1ccccc1CNC(=O)C1(C)Cc2ccccc2C(=O)N1c1cccc(F)c1 (configuration not stated),0.5,-7.5
COC(=O)c1cccc(CN2C(=O)CSC2=O)c1,-1.7,/
CN1COc2ccc3ccccc3c2C1,/,17.1
O=C(Nc1ccc(NC(=O)c2ccc(-c3ccc(Cl)cc3Cl)o2)cc1)c1ccco1,4.5,1.0
O=C(Nc1nc2c(s1)CN(C(=O)c1ccc(=O)[nH]n1)CC2)c1cccs1,4.9,-9.4
C#CCN1C(=O)C(O)(CC(=O)c2ccc(F)cc2)c2ccccc21 (configuration not stated),2.6,-3.7
CCCC1c2cccn2CCN1C(=O)NCc1ccc(C)cc1 (configuration not stated),0.3,-1.5
Cc1ccc2c(c1)N(C(=O)Nc1cccc(Cl)c1)CCO2,-6.1,-4.0
CCOc1cc(C(=O)Nc2cccc(NC(=O)CC)c2)cc(OCC)c1OCC,-0.2,1.1
CC(C)c1cc(C2CCCN2C(=O)Cc2c(F)cccc2Cl)on1 (configuration not stated),-2.5,4.6
Cc1oc(C(C)C)nc1C(=O)NC(C)c1ccccn1 (configuration not stated),-4.4,-6.0
O=c1c2cc([N+](=O)[O-])ccc2oc2nc3n(c(=O)c12)CCCS3,-1.9,8.9
O=C(Nc1ccc(I)cc1)c1ccc([N+](=O)[O-])o1,-1.3,10.6
Brc1cc(Br)c(-c2sc(Br)cc2Br)s1,-10.2,/

# Sorted by number of heavy atoms (rising): part of the list above
SMILES,Pf apPOL block,mHTT CaM bind
Brc1cc(Br)c(-c2sc(Br)cc2Br)s1,-10.2,/
CCc1ccccc1NC(=O)C1CCCCC1C(=O)O (configuration not stated),0.8,-2.7
O=C(Nc1ccc(NC(=O)c2ccc(-c3ccc(Cl)cc3Cl)o2)cc1)c1ccco1,4.5,1.0

# Next part:
SMILES,Pf apPOL block,mHTT CaM bind
COc1ccccc1-c1nnc(NC(=O)c2c[nH]c3ccccc23)o1,-7.8,19.1
CC(C)CNC(=O)C1CSCCS(=O)(=O)N1Cc1ccccc1 (configuration not stated),-5.4,-3.0
COc1ccccc1OCC(=O)NC1CCCCCC1,-6.5,-4.6
CCOc1ccc(/C=c2\sc3nc(-c4ccc(Br)cc4)nn3c2=O)cc1OC,-1.2,-2.0
Cn1c(=O)c2[nH]c(-c3cccc([N+](=O)[O-])c3)c(O)c2n(C)c1=O,-3.3,15.6
O=C(CN1CCC(c2nc(-c3cccc(F)c3)no2)CC1)Nc1ccc2c(c1)OCO2,-0.4,-3.8
O=C(Nc1ccccc1Br)NC1(c2nc(-c3cccnc3)no2)CCCCC1,5.3,-3.5
Cc1nc2n(n1)C(c1cc(F)cc(F)c1)C1=C(CCCC1=O)N2 (configuration not stated),-7.8,0.2
CC(C)Cn1c(-c2ccco2)nc2ccccc21,-0.2,12.4
O=C(Nc1ccc2c(N3CCOCC3)ncnc2c1)c1ccccc1Br,-4.9,7.1
CCOc1ccccc1NC(=O)c1ccc(F)c(S(=O)(=O)N(CC)c2cccc(C)c2)c1,-1.7,-17.0
O=c1c2ccccc2nc(-c2ccccc2F)n1Cc1ccccc1F,1.1,-15.0
CCCc1ccc(OCC(=O)Nc2ccc(C)c([N+](=O)[O-])c2)cc1,-9.6,8.3
Cn1ccc2c(cc(C(=O)NCc3ccc(C(F)(F)F)cc3)n2C)c1=O,-3.8,1.3
Cc1cccc(-c2nc(C3CCN(C(=O)c4ccc(Cl)cc4)CC3)no2)c1,-3.4,43.2
O=C(Nc1nc(-c2ccccn2)cs1)c1ccc(S(=O)(=O)N2CCOCC2)cc1,-7.5,3.0
Cc1cc(C)n(-c2ccc(C(=O)NCc3ccc(Cl)cc3)cn2)n1,-1.7,-8.3
O=C(O)c1ccc2c(c1)ncn2-c1ccc(Br)cc1,-3.7,1.0
Cc1nc(NS(=O)(=O)c2ccc([N+](=O)[O-])cc2)sc1C,-1.1,5.8
O=S(=O)(NCc1ccccn1)c1ccc(C2CCCCC2)cc1,-11.7,-10.9
O=C(CC1CCN(S(=O)(=O)c2ccc(Br)s2)CC1)N1CCCC1,0.2,8.5
CCCCNC(=O)C1CCCN(c2ccc(N3CCOCC3)nn2)C1 (configuration not stated),-4.0,-0.2
O=c1c2cc(-c3ccccc3)sc2ncn1-n1cccc1,0.1,-2.5
CC(=O)n1c2c(c3ccccc31)OC(N)=C(C#N)C2c1cccc(F)c1 (configuration not stated),-2.3,6.0
CC1(C)SC(c2ccccc2)N[C@@H]1C(=O)O (some centres not stated),2.0,/

# Additional structures:
SMILES,Pf apPOL block,mHTT CaM bind
O=C1CSC(=Nc2cnn(COc3ccc(Br)cc3)c2)N1C1CC1,/,-6.0
O=S(=O)(c1ccc(O)c(N=Cc2ccc[nH]2)c1)c1ccc(O)c(N=Cc2ccc[nH]2)c1,-0.1,15.0
CCOC(=O)c1cnc2cc(-c3ccco3)[nH]n2c1=O,8.7,/
CSC1=N/C(=C\c2ccc(N(C)C)cc2)C(=O)S1,-6.8,23.0
COc1cccc(CN2CCN(C/C=C/c3ccccc3)CC2)c1OC,-4.4,6.9
C=Cc1ccc(Cn2cc(S(=O)(=O)N3CCCC3)ccc2=O)cc1,-3.5,-5.0
CN1CCN(C(=O)O[C@@H]2C[C@H]3C[C@@H]2[C@H]2CCCCN2C3=O)CC1,0.3,3.4
CCN1c2ccc(C)cc2C(=O)NC12CCN(C(=O)Cc1cccc(OC)c1)CC2,-7.1,12.6
CC1=C(C(=O)Nc2ccc(C)cc2C)C(c2c(F)cccc2Cl)n2ncnc2N1 (configuration not stated),-3.0,1.0
COc1ccccc1-c1noc(C2CCCN2C(=O)NCc2ccc(C)cc2)n1 (configuration not stated),2.6,10.2
CCOc1ccc(C(=O)NCC(c2cccnc2)N2CCc3ccccc3C2)cc1 (configuration not stated),-12.4,6.8
COc1ccc(C)cc1N1CCN(C(=O)c2ccccc2C)C(C)C1=O (configuration not stated),-0.9,2.9
CN(C)c1ccc(C(=O)N2CCC(CCOc3ccc(F)cc3)CC2)cc1,-0.1,4.0
O=S(=O)(c1ccc(F)cc1F)N1CCc2nc(-c3ccc(F)cc3)ncc2C1,3.0,-4.2
N#Cc1ccc(CSc2ncccn2)cc1,/,-1.9
Cc1ccc(NC(=O)N2CCC(c3nc4cccnc4n3C)C2)cc1C (configuration not stated),-1.4,2.8
O=C(CN1CCN(C(=O)Nc2ccc(Cl)cc2)CC1=O)NCc1cccnc1,-0.6,-4.6
Cc1nn(CCCC(=O)Nc2ccc(OC(F)(F)F)cc2)c(C)c1[N+](=O)[O-],3.8,2.0
CC(C)(C)N=C1Nc2ncccc2NC12CCN(C(=O)Cc1ccsc1)C2 (configuration not stated),-0.5,5.8
CCN1c2ccccc2-n2cccc2C12CCN(C(=O)Nc1ccccc1C)CC2,-2.3,4.1
COc1ccccc1CNC(=O)c1cc2c(s1)CCN(C(=O)c1ccc(C)cc1)C2,-5.6,8.9
O=C(NCCN1CCc2ccccc2C1)c1ccnc(N2CCNC(c3ccccc3)C2)c1 (configuration not stated),-7.2,22.2
Cc1ccc(/C=C2\N=C(c3ccc(C)c([N+](=O)[O-])c3)OC2=O)o1,-11.1,3.0
O=C(NCc1ccc(Cl)cc1)C1CCN(c2cnc3nccnc3c2)CC1,5.1,-0.8
O=C(c1ccc(OCC2CCN(C(=O)c3cccc(F)c3)CC2)cc1)N1CCCC1,-7.4,4.8

# Remaining list, next part.
SMILES,Pf apPOL block,mHTT CaM bind
c1ccc2[nH]c(CCc3nc4ccccc4[nH]3)nc2c1,1.8&-4.6,-4.0&0.0
COc1ccc(-c2nc3ccccc3o2)cc1NC(=O)c1ccc(Br)o1,-1.0,3.2
CC(=O)N1CCc2sc(S(=O)(=O)NCc3ccccc3C)cc2C1,-4.1,-2.3
Cc1cc(=O)n(C(C)(C)C)c(=O)n1Cc1ccccc1,-2.5,-9.0
COc1cc(C(=O)Nc2sc3c(c2C(=O)O)CCC(C)C3)cc(OC)c1OC (configuration not stated),-2.7,2.6
O=C(O)C1CCC(CNCc2ccccc2Cl)CC1 (configuration not stated),32.0,-1.0
CCOc1ccc(C(=O)N2CCCC3(C2)NC(=O)N(Cc2cccc(Cl)c2)C3=O)cc1 (configuration not stated),-4.1,6.4
Cc1c(C(=O)NCc2ccccc2)oc2ccc(S(=O)(=O)N3CCCCCC3)cc12,-8.1,-3.0
COc1nccnc1N1CCC(NC(=O)c2cnccn2)C1 (configuration not stated),3.6,2.7
CCN=C1SC(CC(=O)Nc2ccc(N3CCOCC3)cc2)C(=O)N1CC (configuration not stated),-5.9,-4.0
Cc1ccc(OCC(=O)Nc2ccc(C(=O)O)cc2)cc1C,-0.3,-1.8
CC1=CCC2C(=O)N(Cc3ccccc3)C(=O)C2C1 (configuration not stated),-2.3,-5.5
COc1ccc(NC(=O)Nc2nnc(-c3ccc(OC)cc3)s2)cc1,-4.3,-0.1
Cc1cc(C)nc(N=C(NC(=O)c2ccccc2)Nc2cccc(C(F)(F)F)c2)n1,-2.5,3.0
Cc1nccn1Cc1noc(C2CCCC2)n1,-0.2,-7.6
CCOC(=O)c1ccc(NC(=O)N2CCOc3ccc(Cl)cc32)cc1,-2.7,-13.3
Cc1ccc(-c2nnc(N3CCC(C(=O)NCc4cccc(F)c4)CC3)o2)cc1,-1.9,3.6
COC(=O)C1=C(Nc2cccc(-c3nn(C)cc3Br)c2)CSC1,2.8,/
O=C(C1CCN(Cc2ccccc2O)CC1)N1CCN(C/C=C/c2ccccc2)CC1,7.0,34.0
COc1cccc(C2=N/C(=C/c3cc(OC)c(OC)cc3OC)C(=O)O2)c1,2.7,30.0
Cc1ccnc(NS(=O)(=O)c2ccc(N=CC3=C(O)CC(C)(C)CC3=O)cc2)n1,-8.5,0.0
Cc1cccc(C)c1NC(=O)c1ccc(CN2CCc3ccccc3C2)cc1,-4.4,9.0
COc1ccc([C@H]2C[C@@H](O)[C@H](n3cc(COC(=O)c4ccccc4)nn3)CN2C(=O)c2cccs2)cc1,-2.8,9.0
COc1ccccc1Oc1coc2cc(OCC=C(C)C)ccc2c1=O,-11.8,-15.9
O=[N+]([O-])C(=C1NCCCN1)C(SCCO)=C(Cl)Cl,2.0,-3.0

# Continued:
SMILES,Pf apPOL block,mHTT CaM bind
CN(CC(=O)Nc1ccc(I)cc1)S(=O)(=O)c1ccc(Cl)cc1,-2.2,1.8
Cn1c2ccc(CC(=O)O)cc2c2cc(CC(=O)O)ccc21,-1.6,-0.8
CCc1nc(-c2cccnc2N2CCCC(C(=O)NCc3cccc(F)c3)C2)no1 (configuration not stated),-0.7,28.4
Cc1ccccc1OCCN1C(=O)c2ccccc2C1=O,-0.3,-7.4
CCN(CC)CCCNC(=O)CC1CCN(C(=O)C2CCCCC2)CC1,-2.1,-1.0
CC(=O)N(c1ccc2oc3c(c2c1)CCCC3)S(=O)(=O)c1ccc(C)cc1,-11.5,3.0
O=C(c1nc(-c2cccc(F)c2)n2c1CCCCC2)N1CCN(c2ccccc2)CC1,-4.2,78.0*
O=C(Oc1ccc2c(c1)OC(=Cc1ccncc1)C2=O)c1ccccc1,-2.4,30.3
O=C(c1nn2c(c1Cl)NC(c1ccccc1)CC2C(F)(F)F)N1CCc2ccccc2C1 (configuration not stated),-2.8,72.0*
COc1ccc(C(=O)Nc2cccc([N+](=O)[O-])c2)cc1,-8.1,-2.1
Cc1ccc(C=C2Oc3c(ccc(O)c3CN3CCCCCC3)C2=O)o1,6.3,18.0
CC(=O)NC12CC3CC(C1)CC(C(=O)O)(C3)C2,24.7,1.1
COc1cccc(-c2cc(CN3CCOCC3)[nH]n2)c1,-10.2,4.9
Cc1ccc(NC=C(C#N)c2nc3ccccc3[nH]2)cc1,13.9&-4.7,/
CC(C)C(=O)Nc1ccc([N+](=O)[O-])cc1Br,-7.3,0.0
Brc1ccc(-c2nnn(CN3CCCCC3)n2)cc1,-0.7,-5.0
CCOC(CNC(=O)c1ccc2c(c1)ncn2-c1ccc(F)cc1F)OCC,-35.5,-3.0
COc1ccc(-c2ccc(=O)n(CCCNC(=O)c3ccc(S(N)(=O)=O)cc3)n2)cc1,-13.6,-13.2
COc1ccc(C(=O)Nc2nnc(C3CC(=O)N(c4ccccc4)C3)o2)cc1 (configuration not stated),-2.7,7.5
CCOC(=O)c1cnc(SC=CC(=O)c2ccc(C)cc2)nc1N,4.6,/
O=C1CC(c2noc(C3CCCC3)n2)CN1c1ccccc1 (configuration not stated),-7.5,-7.8

# Entries of single compounds, looked up by structure. Order of values: Pf apPOL block	mHTT CaM bind
# Profile of O=C(C1CC12CCC2)N1CCc2ccccc21 (configuration not stated) → /	-9.4
# Profile of CC(C)C(=O)Nc1ccc([N+](=O)[O-])cc1Br → -7.3	0.0

# Source: PubChem BioAssay (University of Kansas High Throughput Screening Laboratory)
